# MsrA act – bovine methionine sulfoxide reductase A activation. activation, % at 10.6 µM. purified bovine MsrA, absorbance read-out. 360,000 tested, 0.3% active; in the data active means activation above about 7.5%;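 further: 0% = vehicle and 100% = reference activator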
# MT1-MMP act inh – MT1-MMP (human) activation inhibition | P50281 | HT1080 RFP-PRO-GFP cells, GFP/RFP ratio fluorescence, overnight; percent of plate control window, DMSO zero | GFP/RFP ratio change, % at 20 µM | 360,000 tested, 0.061% active | AID 651647;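 active means GFP/RFP ratio change of at least 30% with cell ATP level not reduced by more than half and red fluorescence within 50% of control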; further: strong numbers were not always called active
#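 Test system: HT1080 cells expressing an RFP-PRO-GFP fluorescent reporter construct / Compound dosing: single-point 20 µM compound, 1% DMSO / Schedule: cells overnight before dosing, compound overnight, 37 °C, 5% CO2 / Evaluation: GFP/RFP fluorescence ratio / Control set: DMSO and RFP-L50D-GFP cell wells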
# Neddyl block – inhibitors of human cullin neddylation | calls only at 25 µM | 360,000 tested, 0.58% active | P61081+Q13564 | TR-FRET cullin neddylation, biochemical; in the data active means inhibition above about 36%
# Target sequence (P61081 whole entry, looked up): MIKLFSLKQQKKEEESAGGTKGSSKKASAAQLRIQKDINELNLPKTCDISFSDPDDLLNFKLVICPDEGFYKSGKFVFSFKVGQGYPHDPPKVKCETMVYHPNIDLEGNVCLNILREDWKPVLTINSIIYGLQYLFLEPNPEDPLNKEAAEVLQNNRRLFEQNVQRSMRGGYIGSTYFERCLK
# Target sequence (Q13564 whole entry, looked up): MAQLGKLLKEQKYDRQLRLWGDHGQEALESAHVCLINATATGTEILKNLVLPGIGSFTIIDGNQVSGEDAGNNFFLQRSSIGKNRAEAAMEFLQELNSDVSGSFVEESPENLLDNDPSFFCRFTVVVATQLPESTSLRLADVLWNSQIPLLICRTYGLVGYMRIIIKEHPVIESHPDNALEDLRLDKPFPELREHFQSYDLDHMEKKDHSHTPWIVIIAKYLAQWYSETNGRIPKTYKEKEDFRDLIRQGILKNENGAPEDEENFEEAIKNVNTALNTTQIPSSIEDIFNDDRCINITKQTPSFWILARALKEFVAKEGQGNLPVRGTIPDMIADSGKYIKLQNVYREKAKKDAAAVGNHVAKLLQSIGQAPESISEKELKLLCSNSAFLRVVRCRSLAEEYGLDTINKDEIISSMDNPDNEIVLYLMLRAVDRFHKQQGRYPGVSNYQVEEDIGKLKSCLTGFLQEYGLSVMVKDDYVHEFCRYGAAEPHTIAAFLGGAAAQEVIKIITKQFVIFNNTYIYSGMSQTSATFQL
# Rin1 Abl inh – blocks binding of human Rin1 to Abl; TR-FRET Rin1/Abl binding, biochemical; inhibition, % at 7.35 µM; 360,000 tested, 0.4% active; in the data active means inhibition above about 5%, passing the limit was not always enough
# NRP1-CendR mod – modulators of CendR peptide binding to human neuropilin-1; inhibition, % at 25 µM; FAM-RPARPAR peptide binding to NRP-1, fluorescence polarization; O14786; 360,000 tested, 0.85% active; AID 602438;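 active means inhibition or corrected inhibition above about 18%, plus a signal ratio from 0.5 to 1.5, limit read from the data, passing the limit was not always enough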; further: strong numbers were not always called active
# eLon inh – inhibitors of E. coli Lon protease. P0A9M0. inhibition, % at 7.94 µM. purified E. coli Lon protease, fluorescence polarization. 360,000 tested, 0.42% active; in the data active means inhibition above about 13%, passing the limit was not always enough;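 further: 0% = enzyme with probe and DMSO and 100% = no enzyme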
# FAS TE block – FAS thioesterase (human) inhibition | inhibition, % at 15 µM | P49327 | 360,000 tested, 0.67% active | recombinant FAS-TE, OMFH fluorogenic substrate, fluorescence endpoint;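 active means compounds whose normalised, plate-corrected inhibition of enzyme fluorescence in the single-dose primary screen is 50% or more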;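 further: 0% = DMSO with enzyme and 100% = substrate without enzyme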
# SKN-1 inh – inhibitors of C. elegans SKN-1; C. elegans VP596 Pgst-4::GFP/RFP ratio, acrylamide-induced, 24 h; inhibition, % at 21.8 µM; 360,000 tested, 0.49% active; AID 624304;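 active means interference check ratio from 0.5 to 1.5 plus GFP to RFP signal ratio inhibition reaching or exceeding a fixed threshold, cut at about 30% in these data, passing the limit was not always enough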; further: some compounds called inactive have numbers as strong as hits
# MsrA inh – inhibitors of bovine MsrA; purified bovine MsrA, absorbance read-out; inhibition, % at 15.5 µM; 360,000 tested, 0.75% active; AID 651718; in the data active means inhibition above about 4.5%;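 further: 0% = vehicle wells with enzyme and 100% = reference inhibitor wells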
# * marks the source's active call; other numbers are inactive results; i = inactive; nt = not tested or not shown.
# Preview, 2 compounds:
# Below each compound – SKN-1 inh	FAS TE block	MsrA inh	MT1-MMP act inh	NRP1-CendR mod	Neddyl block	Rin1 Abl inh	eLon inh	MsrA act
- COc1ccccc1CNC(=O)CN1CCC(n2cnc3cc(F)ccc32)CC1
→ -3	4	-0.1	1	6	i	-1	-1	1
- O=c1cc(N2CCCCC2)c(-c2ccccc2)nn1Cc1ccc(F)cc1
→ 1	27	-0.3	-3	7	i	1	-1	-1

# The listing, from the first entry:
# Below each compound – SKN-1 inh	FAS TE block	MsrA inh	MT1-MMP act inh	NRP1-CendR mod	Neddyl block	Rin1 Abl inh	eLon inh	MsrA act
- COc1ccccc1CNC(=O)CN1CCC(n2cnc3cc(F)ccc32)CC1
→ -3	4	-0.1	1	6	i	-1	-1	1
- O=c1cc(N2CCCCC2)c(-c2ccccc2)nn1Cc1ccc(F)cc1
→ 1	27	-0.3	-3	7	i	1	-1	-1
- Cc1ccccc1N(C)C(=O)c1coc(=O)c2ccccc12
→ -4	-3	-1.0	-7	3	i	-1	-10	-1
- O=C(Nc1nnc(CCN2CCOCC2)s1)c1ccccc1
→ -5	-7	1.4	6	6	i	-1	-3	-1
- Cn1cc(/C=N/NC(N)=S)c2ccccc21
→ 1	0	4.2	4	-1	i	-2	-3	-5
- COc1ccc(N2CCN(C(=O)Nc3ccccc3C)CC2)cc1
→ 5	-8	-0.4	-1	6	i	7	-2	-2
- O=C(NN1CCOCC1)c1ccc(Cl)cc1
→ -3	-8	-1.1	-3	-4	i	-1	-19	-1
- CCC1CC2(C)NC(=O)c3c(sc4c3CC(C)(C)OC4)N2C1=O (centres undefined)
→ 25	-6	1.6	7	-3	nt	-1	7	-2
- O=C(Nc1ccc(NC(=O)c2ccc([N+](=O)[O-])cc2[N+](=O)[O-])cc1)c1ccco1
→ -16	6	-0.2	1	8	i	-1	2	1
- C=CCNc1nnnc2c1sc1nc(N3CCOCC3)c3c(c12)CCCC3
→ -2	1	-0.5	6	8	i	0	-5	-2
- CCOc1ccccc1NS(=O)(=O)c1ccc2[nH]c(=O)ccc2c1
→ -12	9	1.8	3	-3	i	2	9	-9
- O=C(NCCc1ccc(F)cc1)N[C@@H](Cc1ccccc1)C(=O)O
→ 7	-5	1.6	2	6	i	-1	-2	0
- CCCCN(C)C(=O)c1nc2ccccn2c1CN1CCC[C@H]1C(=O)OC
→ -1	-5	0.0	5	3	i	6	-10	4
- Cc1ccc(C(=O)OCC(=O)Nc2ccccc2Cl)c(O)c1
→ -5	-3	0.4	-2	4	i	-10	0	-6
- Cc1cc(C)c(OCC(=O)OCC(=O)NCc2cccs2)c(C)c1
→ -4	-7	-1.0	5	10	i	-1	6	-5
- COc1ccc(CCn2c(N)cc(=O)[nH]c2=S)cc1OC
→ -26	-5	0.1	-1	-1	i	0	-1	-9
- CCOc1ccc(S(=O)(=O)n2ccc(C)n2)cc1
→ -7	-7	-1.4	0	4	i	1	-9	-10
- O=C(NCc1ccc(F)cc1)C1CCN(S(=O)(=O)c2ccc(Br)s2)CC1
→ -1	13	0.4	2	30*	i	1	3	0
- CCOC(=O)CNC(=O)CSc1nc2cccnc2n1C1CCCCC1
→ 14	-2	-1.2	-1	-2	i	-2	-7	-3
- Cc1ccc(C2N=C(N)Nc3nc4ccccc4n32)cc1 (centres undefined)
→ -9	-8	0.1	-1	13	i	1	0	-9
- Cc1cc(NC(=O)c2ccccc2)n(-c2ccccc2)n1
→ 6	-7	-0.3	-4	7	i	1	3	-1
- CCOC(=O)C1=C(O)/C(=C\c2ccc(O)c(OCC)c2)N=C1C
→ 4	-4	1.1	1	-19	i	3	-44	-5
- COc1cc(C(CCN2CCCC2)c2c(OC)cc(OC)c3ccc(=O)oc23)cc(OC)c1OC (centres undefined)
→ 1	-8	1.8	1	20	i	3	-2	-8
- COc1ccc(C(=O)OCCc2cc3ccccc3c(=O)o2)cc1
→ -5	14	0.0	4	12	i	1	-1	-3
- Cc1cc(NC(=O)CCC(=O)N(c2ccccc2F)C(C(=O)NC2CCCC2)c2ccccc2)no1 (centres undefined)
→ 4	0	0.7	2	21	i	3	-1	-1
- Cc1c(Cl)cccc1NC(=S)NCc1ccccc1Cl
→ 4	10	0.4	2	-10	i	1	0	-6
- C=CCOc1ccc(/C=C/C(=O)OCC(=O)NNC(=O)c2ccccc2F)cc1
→ -2	0	0.9	1	3	i	-1	-5	-1
- O=C(Nc1cccc(S(=O)(=O)C(F)(F)F)c1)[C@H]1C[C@H](O)[C@@H](CO)O1
→ 15	-5	-0.2	-1	-1	i	-1	-1	-1
- COc1ccc2[nH]c3c(c2c1)CCN1C(=O)C(CC(=O)NCCCN(C)C)C[C@H](C(=O)N2CCCCC2)[C@@]31CCc1ccccc1 (some centres undefined)
→ 11	4	-0.6	-3	10	i	-1	0	-7
- O=C(CC1C[C@H](C(=O)N2CCCCC2)[C@@]2(CCc3ccccc3)c3[nH]c4ccccc4c3CCN2C1=O)NCc1cccc(C(F)(F)F)c1 (some centres undefined)
→ -7	54*	-0.6	-35	-4	i	-3	4	-2
- O=S(=O)(NC1CCCC1)c1ccc(S(=O)(=O)N(Cc2cccs2)CC2CCCO2)cc1 (centres undefined)
→ -5	16	1.3	-6	0	i	5	-6	-13
- COc1ccccc1CC(=O)O/N=C(\N)c1cccc([N+](=O)[O-])c1
→ -3	6	0.4	-5	7	i	4	-1	-12
- CC(=O)/C=N/Nc1ccccc1
→ 7	-5	3.2	-2	1	i	1	10	-2
- Cc1ccc(Sc2nc(-c3ccccc3)ccc2C#N)cc1
→ -1	20	1.9	-1	0	i	2	-11	-1
- O=C(Cc1cnn(-c2ccccc2)c1)c1ccc(O)c(O)c1O
→ 9	-2	2.9	12	-54	i	13*	3	-5
- C[N+]1(CCCCCCC(=O)/C=N/O)CCCCCC1
→ 2	-8	0.5	-6	-2	i	2	-5	-2
- COc1ccc(S(=O)(=O)NC(C)C(=O)NCc2cccnc2)cc1Cl (centres undefined)
→ 11	-4	0.0	1	-6	i	-1	0	-4
- Cc1cc2cc(CN(Cc3ccc4c(c3)OCO4)C(=O)c3ccco3)c(=O)[nH]c2cc1C
→ -8	5	nt	0	-7	i	1	-7	2
- CC(=O)Nc1ccccc1C(=O)C(=O)NCCc1ccccc1
→ -8	-3	-0.7	0	-16	i	2	-8	-4
- Cc1ccc(-c2csc(NC(=O)c3ccc(S(=O)(=O)N4CCc5ccccc54)cc3)n2)cc1
→ 5	22	1.9	-3	0	i	2	-2	0
- CCCSc1nc2cc(C)c(C)cc2n1CC(O)CO (centres undefined)
→ 13	0	0.2	2	-3	i	4	-2	-7
- C[C@H](CO)N1C[C@H](C)[C@@H](CN(C)Cc2ccccc2)Oc2c(NS(=O)(=O)c3cn(C)cn3)cccc2C1=O
→ 0	-7	-0.5	-3	8	i	7	0	-8
- Cc1ccc(S(=O)(=O)NC[C@H]2O[C@@H](n3ccc(N)nc3=O)[C@H](O)[C@@H]2O)s1
→ 12	-12	2.0	4	-1	i	-4	-7	-5
- Cc1ccc2c(c1)OC(c1ccc3c(c1)OCCO3)CC2=O (centres undefined)
→ -2	8	0.4	0	-1	i	-1	-5	-2
- CN(C)c1ccc(CN(CC2CCCO2)C(=O)c2cccs2)cc1 (centres undefined)
→ 20	-1	1.7	-2	2	i	-3	-6	0
- N#Cc1cc(-c2ccccc2)oc1NC(=O)c1ccco1
→ 2	-4	4.6*	1	6	i	1	-5	-3
- Cc1c(C(=O)Nc2ccccc2)sc2nc(-c3ccccc3)cn12
→ 26	19	-1.1	8	-12	i	-2	7	-3
- COC(=O)c1sccc1S(=O)(=O)Nc1ccc(Cl)cc1
→ 0	0	-0.8	2	9	i	0	-4	-2
- Cc1ccc(C)c(N(CC(=O)NN=C2CCN(C)CC2)S(=O)(=O)c2ccccc2)c1
→ 8	-4	-1.6	1	-1	i	-1	10	-7
- Cc1ccc(-n2c(C)cc(-c3csc(N)n3)c2C)cc1
→ 6	-116	0.8	-2	-11	i	4	-18	-7
- Cc1ccc(OCc2nnc(SC3CCc4ccccc4C3=O)n2C)cc1 (centres undefined)
→ 1	0	-1.1	0	6	i	-4	6	-4
- C[C@H]1CN([C@@H](C)CO)C(=O)c2cccc(NC(=O)C3CC3)c2O[C@H]1CN(C)Cc1ccncc1
→ 12	-6	2.2	1	7	i	1	-2	0
- COc1ccccc1N(C)S(=O)(=O)c1ccc(C(=O)Nc2ccc3nc(C)sc3c2)cc1
→ 3	12	-0.1	-1	12	i	-5	-4	-1
- O=C(COc1ccccc1Br)NC1CCCC1
→ 12	-11	-1.0	-8	9	i	-2	4	-4
- CCCOc1ccc(C2C(C(=O)OC)=C(C)N=C3SCCC(=O)N32)cc1OCC (centres undefined)
→ 0	2	1.8	4	17	i	0	11	4
- O=C(NCCS(=O)(=O)N1CCN(c2cccc(Cl)c2)CC1)c1cc(=O)c2ccccc2o1
→ 19	22	1.0	-3	10	i	1	2	-1
- Cc1ccccc1NC(=O)C1CC(=O)N(Cc2ccccc2)C1 (centres undefined)
→ 6	-5	0.2	2	-9	i	1	-1	-1
- O=C(c1ccc(CS(=O)c2ccccc2Cl)o1)N1CCOCC1 (centres undefined)
→ 13	-8	1.2	1	2	i	-1	0	-4
- Cc1ccccc1/C=N\NC(=O)c1csnn1
→ -4	-4	1.6	1	-3	i	-1	-9	-3
- Cc1ccc(NC(=O)CCc2nc3ccccc3s2)c(O)c1
→ -3	-13	1.8	-2	2	i	2	3	-11

# Additional records:
# Below each compound – SKN-1 inh	FAS TE block	MsrA inh	MT1-MMP act inh	NRP1-CendR mod	Neddyl block	Rin1 Abl inh	eLon inh	MsrA act
- CCN(CC)C(=O)c1cc(-c2ccc(Br)cc2)on1
→ -6	7	0.3	-8	-18	i	-4	-4	-3
- Cc1ccc(C(=O)N/N=C/c2cn(Cc3ccccc3)c3ccccc23)cn1
→ 8	5	0.3	0	4	i	-3	-8	-4
- CCCn1c(COc2ccccc2OC)nc2ccccc21
→ -9	-3	1.8	-1	-5	i	-2	-4	-2
- COc1cccc(C(=O)Oc2ccc3ccc(=O)oc3c2)c1
→ 8	8	1.5	-9	9	nt	0	23*	-2
- Nc1ccc2c(c1Cl)C(=O)c1ccc(N)c(Cl)c1C2=O
→ 22	0	2.5	5	5	i	-5	0	-4
- Cc1ccc(S(=O)(=O)N[C@@H](C)C(=O)N2CCC(C(=O)N[C@@H](Cc3ccccc3)C(=O)O)CC2)cc1
→ 2	-7	-1.1	-1	8	i	-1	-11	-4
- O=C(Nc1sc2c(c1C(=O)NCc1cccnc1)CCCC2)c1ccco1
→ -10	11	1.9	-4	-2	nt	-2	0	-2
- CCCCc1ccc(NC(=S)N2CCCC(CO)C2)cc1 (centres undefined)
→ -5	-5	0.1	0	9	i	0	-6	-5
- Cc1ccc(N=Nc2c(C)[nH]n(-c3ccccc3)c2=O)cc1Br
→ -9	20	-0.9	3	16	i	1	-3	-2
- Cc1n[nH]c(=S)n(/N=C/c2cccs2)c1=O
→ 0	-7	1.3	-3	8	i	0	2	-1
- CCN(CC)S(=O)(=O)c1cc(NC(=O)C(C)N2CCN(Cc3ccc4c(c3)OCO4)CC2)ccc1C (centres undefined)
→ 10	8	0.3	-1	-3	i	-1	7	1
- CN1CCN(/C=C2\SC(=S)NC2=O)CC1
→ 4	-8	0.4	2	2	i	-5	5	1
- Cc1nn(C)c(C)c1S(=O)(=O)N(CC(=O)NCc1cccs1)c1ccc(C(C)C)cc1
→ -12	0	-0.8	1	1	i	0	-8	-2
- CCc1ccc(NC(=O)C(=O)NCCN2CCN(C(=O)c3ccco3)CC2)cc1
→ -7	-1	-0.8	-2	-10	i	0	-4	1
- CCN1CCN(C(CNS(=O)(=O)c2ccccc2)c2cccnc2)CC1 (centres undefined)
→ 14	-5	1.3	-1	2	i	-2	19*	0
- Cc1ccc(CC(NC(=O)c2ccccc2)C(=O)NC(CC(C)C)C(=O)O)cc1 (centres undefined)
→ 4	-3	2.1	-6	2	i	1	-2	0
- CCC1(C)Cc2c(sc3nnn(CC(=O)Nc4ccccc4)c(=O)c23)CO1 (centres undefined)
→ 4	2	1.8	4	-5	i	0	6	-4

# Screening data from PubChem BioAssay.
